ABHD5 PLIN5 PPI = ABHD5-PLIN5 interaction inhibitors, primary screen, cell lysate, split luciferase complementation, luminescence; AID 602281, 2012; Split G. princeps luciferase complementation, 4 h; inhibition, % at 4 µM; Perilipin-5 (Homo sapiens) + 1-acylglycerol-3-phosphate O-acyltransferase ABHD5 (Homo …; hit rate 0.78% among 360,000;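 active = inhibition above the mean inhibition across every tested compound plus 3 SD, cut at about 22% in these data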;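 note: 0% = DMSO only wells and the 100% control is not disclosed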
MC4R ag barr = MC4R agonists recruiting beta-arrestin, primary screen, cell-based, luminescence, agonist arm of biased-ligand search. Melanocortin receptor 4 (Homo sapiens), P32245. U2OS MC4R beta-arrestin complementation; percent of melanotan II response, DMSO zero. activation, % at 8.9 µM. hit rate 0.98% among 360,000;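 active = activation above a per-plate cutoff, the mean activation of sample wells on that plate plus 3 SD, cut at about 8% in these data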
LRH-1 inv ag = LRH-1 (NR5A2) inverse agonists, primary screen, cell-based, luminescence, HEK293T, StAR-luciferase reporter; Nuclear receptor subfamily 5 group A member 2 (Homo sapiens), O00482; LRH-1 transfected, 24 h; inhibition, % at 3.6 µM; hit rate 0.13% among 360,000; AID 602396, 2012;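 active = inhibition above the mean inhibition of all tested compounds plus 3 SD, cut at about 73% in these data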;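 note: 0% = DMSO wells and 100% = reporter-only cells lacking LRH-1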
NR2F2 inh = NR2F2 transcriptional activity inhibitors, primary screen, cell-based, luciferase reporter, HEK293T, luminescence; HEK293T NGFI-A luciferase reporter; inhibition, % at 8.6 µM; hit rate 0.7% among 370,000; AID 686940, 2013;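 active = inhibition above a per-plate cutoff, mean inhibition of test wells between control levels plus 3 SD, cut at about 38% in these data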;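 note: cells cotransfected with COUP-TFII expression vector driving the NGFI-A reporter; 0% = median of COUP-TF2 test wells and 100% = reporter-only cells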
NCOA2 inhibitor = inhibition of GAL4-SRC2 driven luciferase reporter, primary screen, SRC2 inhibitor project, cell-based, luminescence. inhibition, % at 9 µM. hit rate 0.17% among 370,000. Nuclear receptor coactivator 2 (Homo sapiens), Q15596. AID 651957, 2012. HEK293 GAL4-SRC2 luciferase reporter;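 active = inhibition above the mean inhibition of all tested compounds plus 3 SD, set per campaign, cut at about 52% in these data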;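 note: 0% = DMSO treated cells and 100% = cells given Gossypol at 36 µM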
Target sequence (Q15596 whole entry, looked up, the tested form may be a part): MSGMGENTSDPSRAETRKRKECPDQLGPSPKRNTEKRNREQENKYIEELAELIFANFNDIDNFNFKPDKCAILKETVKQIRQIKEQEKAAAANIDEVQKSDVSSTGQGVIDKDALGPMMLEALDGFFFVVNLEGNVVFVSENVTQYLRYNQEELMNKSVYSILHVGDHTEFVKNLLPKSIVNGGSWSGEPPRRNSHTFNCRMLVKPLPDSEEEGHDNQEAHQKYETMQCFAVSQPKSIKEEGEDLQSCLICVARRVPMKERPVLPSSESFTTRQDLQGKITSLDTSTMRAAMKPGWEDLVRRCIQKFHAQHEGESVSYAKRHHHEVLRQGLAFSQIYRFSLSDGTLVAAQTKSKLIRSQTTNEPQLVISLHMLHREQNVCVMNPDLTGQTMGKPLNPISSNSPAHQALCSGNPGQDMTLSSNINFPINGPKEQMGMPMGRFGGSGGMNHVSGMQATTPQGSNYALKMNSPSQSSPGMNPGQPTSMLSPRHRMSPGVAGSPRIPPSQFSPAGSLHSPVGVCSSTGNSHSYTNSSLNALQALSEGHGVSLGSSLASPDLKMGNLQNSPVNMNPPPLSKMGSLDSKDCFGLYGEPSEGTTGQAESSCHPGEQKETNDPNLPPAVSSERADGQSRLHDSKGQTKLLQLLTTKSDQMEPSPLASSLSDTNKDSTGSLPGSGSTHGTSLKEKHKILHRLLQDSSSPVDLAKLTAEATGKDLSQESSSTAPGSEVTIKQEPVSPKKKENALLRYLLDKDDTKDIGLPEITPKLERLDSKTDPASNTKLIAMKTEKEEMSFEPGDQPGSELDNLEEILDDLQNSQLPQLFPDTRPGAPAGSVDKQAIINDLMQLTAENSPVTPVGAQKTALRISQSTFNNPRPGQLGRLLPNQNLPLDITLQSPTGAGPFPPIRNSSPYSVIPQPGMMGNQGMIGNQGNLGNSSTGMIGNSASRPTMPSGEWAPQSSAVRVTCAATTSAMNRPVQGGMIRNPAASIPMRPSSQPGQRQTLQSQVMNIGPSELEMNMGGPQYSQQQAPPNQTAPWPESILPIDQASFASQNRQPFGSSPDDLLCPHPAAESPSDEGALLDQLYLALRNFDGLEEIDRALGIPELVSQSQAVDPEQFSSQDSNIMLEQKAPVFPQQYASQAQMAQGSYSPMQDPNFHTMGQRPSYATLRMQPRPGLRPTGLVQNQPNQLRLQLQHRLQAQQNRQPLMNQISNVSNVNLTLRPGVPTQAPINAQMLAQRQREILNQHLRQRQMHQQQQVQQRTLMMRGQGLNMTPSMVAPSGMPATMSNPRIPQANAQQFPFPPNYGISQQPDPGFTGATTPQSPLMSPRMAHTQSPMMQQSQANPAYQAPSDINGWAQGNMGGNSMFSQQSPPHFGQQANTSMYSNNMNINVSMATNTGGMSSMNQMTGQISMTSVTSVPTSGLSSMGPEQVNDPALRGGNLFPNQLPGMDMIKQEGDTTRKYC
SRC3 inh = SRC3 coactivator transcriptional activity inhibitors, primary screen, cell-based, luminescence; Nuclear receptor coactivator 3 (Homo sapiens), Q9Y6Q9; HEK293 GAL4-SRC3 luciferase reporter; inhibition, % at 3.6 µM; hit rate 0.17% among 360,000; AID 588352, 2011;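 active = inhibition above a per-campaign cutoff, the mean of all compounds plus 3 SD, cut at about 60% in these data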;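 note: 0% = DMSO-treated cells and 100% = gossypol-treated cells at 36 µM; higher means less SRC3-driven luciferase light from the GAL4 reporter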
TLR9-MyD88 block = inhibitors of TLR9-MyD88 association in cells, primary screen, cell-based, CHO, BLA complementation, fluorescence; Toll-like receptor 9 (Homo sapiens) + Myeloid differentiation primary response protein …; CCF4 FRET ratio; inhibition, % at 4.98 µM; hit rate 0.21% among 340,000; AID 504734, 2011;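 active = inhibition above the mean over all tested compounds plus 3 SD, cut at about 21% in these data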;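 note: 0% = DMSO only wells and 100% = clavulanate BLA inhibitor control wells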
NCOA1 inh = SRC1 coactivator transcriptional activity inhibitors, primary screen, cell-based, luminescence; inhibition, % at 3.6 µM; HEK293 GAL4-SRC1 luciferase reporter; hit rate 0.12% among 360,000;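 active = inhibition above the campaign mean plus 3 SD, with each screening campaign given its own cutoff, cut at about 60% in these data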;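 note: 0% = DMSO treated cells and 100% = gossypol at 36 µM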
MC4R antagonist = MC4R antagonists of cAMP signaling, primary screen, cell-based, TR-FRET, antagonist arm of biased-ligand search | hit rate 0.48% among 360,000 | inhibition, % at 6.5 µM | MC4R-expressing cells, MTII-stimulated cAMP, LANCE TR-FRET | AID 540295, 2011;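 active = inhibition above its plate's cutoff, the mean of tested wells on that plate plus 3 SD, cut at about 29% in these data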;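 note: 0% = Melanotan II alone and 100% = Melanotan II plus saturating MCL0020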
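System: U2OS cells stably expressing human melanocortin 4 receptor (MC4R). Reagent: Melanotan II challenge after compound preincubation. Doses: 6.5 µM. Times: 30-min compound, 1-h challenge, 1-h detection, room temperature. Measured by: TR-FRET with Eu-cAMP and labeled anti-cAMP, 671 nm. Replicates: singlicate.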
NOD2-RIPK2 inh = NOD2-RIPK2 binding disruptors in cells, primary screen, fluorescence, CHO cells, BLA complementation | Receptor-interacting serine/threonine-protein kinase 2 (Homo sapiens), O43353 | CCF4 ratio | inhibition, % at 4.98 µM | hit rate 0.38% among 360,000; in the data active = inhibition above about 21%;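 note: 0% = vehicle only and 100% = reference blocker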
EBV LMP1 NFkB = EBV LMP1-driven NF-kappaB luciferase reporter inhibitors, primary screen, cell-based, luminescence, single point; LMP1-induced NF-kappaB luciferase reporter cells; inhibition, % at 12.5 µM; hit rate 0.69% among 350,000; in the data active = inhibition above about 41%;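 note: 0% = neutral control wells and 100% = reference inhibitor control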
Numbers without * were called inactive; · = not tested or not shown. These rows are one share of the data; count on the stated rates, not on these rows.

compound	ABHD5 PLIN5 PPI	MC4R ag barr	LRH-1 inv ag	NR2F2 inh	NCOA2 inhibitor	SRC3 inh	TLR9-MyD88 block	NCOA1 inh	MC4R antagonist	NOD2-RIPK2 inh	EBV LMP1 NFkB
CC(C)Sc1nnc([C@@H](N)Cc2c[nH]c3ccccc23)o1	0	0.1	14	-8	-11	10	0	-20	10	2	-11
COC(=O)C1=C(c2cccc(OC)c2OC)C[C@@H]2CC[C@H]1N2C(=O)NC1CCCCC1	4	-0.1	-14	2	-22	9	-3	1	12	-10	5
CC(=NCc1ccc2c(c1)OCO2)c1c(O)[nH]c(=O)[nH]c1=O	2	-0.2	-4	13	-29	17	-4	4	2	4	-20
CC1=NN(c2ccccc2)C(=O)/C1=C/c1c(O)[nH]c(=O)[nH]c1=O	-22	-1.6	3	-1	-3	-3	-5	-14	9	-1	5
CCCOC(=O)Nc1ccc([As](=O)(O)O)cc1NC(=O)OCCC	5	-0.9	17	4	22	-8	-9	7	4	-9	4
CCOC(=O)[C@]12Cc3ccc(C)cc3[C@H]1N(C1CCCCC1)C(=O)c1cc(OC)ccc12	43*	·	62	52*	-2	·	·	·	·	58*	·
CN(C)Cc1c[nH]c2ccc([N+](=O)[O-])cc12	0	-2.0	-23	1	-11	-5	0	8	5	6	1
COc1ccc(CNC(=O)C(NC(C)=O)C(C)C)cc1OC (stereo not given)	-3	-0.8	6	-4	-6	18	-12	-33	9	2	0
CCN1C[C@]2(CO)CC[C@H](OC)[C@@]34C2[C@H](OC)[C@@](O)(C13)[C@@]1(O)C[C@H](OC)[C@H]2C[C@@H]4[C@@H]1[C@H]2OC	3	-0.1	-13	-32	-12	-18	-14	-3	4	0	-3
COC(=O)C1=C(c2ccc(-c3ccccc3)c(F)c2)C[C@@H]2CC[C@H]1N2C(=O)NCCO	2	-0.9	2	-3	-7	7	-8	6	20	-4	6
CCCC[N+]12C3C[C@H](C4[C@H](O)[C@]5(C[C@@H]41)c1ccccc1N(C)[C@@H]35)[C@H](CC)[C@H]2O (stereo not given in full)	0	-0.8	2	-4	-9	8	-3	9	0	3	11
Cc1ccc(C)c(NC(=O)CSc2nnc([C@@H](N)Cc3c[nH]c4ccccc34)o2)c1	-2	3.7	-7	17	-34	0	2	-31	-3	-8	5
CC1(C(=O)O)CCCC2(C)c3cc(O)ccc3CCC12 (stereo not given)	-3	-0.7	11	13	5	15	·	-6	-4	-6	·
COc1ccc(Cl)cc1C(=O)C1CCCN(Cc2cnc(C)s2)C1 (stereo not given)	-3	0.1	15	-4	-6	11	-7	-34	28	-9	-9
C=Cn1ccnc1P(=S)(c1cc(N(CC)CC)ns1)c1nccn1C=C	7	0.7	23	-4	2	19	17	18	-9	-10	-4
O=C(c1cc(S(=O)(=O)N2CCCCC2)ccc1F)N1CCC2(CC1)OCCO2	6	0.7	-14	9	8	9	-4	-18	19	-11	2
COc1cc2c(cc1C=O)OCO2	9	-0.5	0	12	-2	-34	-3	-2	-11	-15	4
Cc1ccccc1-c1ccc2n1Cc1cnnn1-c1ccccc1-2	-2	-0.1	-50	11	18	2	-8	-2	-1	-2	4
Cc1cc(N2C(=O)C3CCCN3C2c2ccccc2)no1 (stereo not given)	0	-0.6	8	-2	1	1	-2	0	-2	-1	3
NC(=O)CSc1nnc([C@@H](N)Cc2c[nH]c3ccccc23)o1	3	-0.3	19	-14	9	-19	6	-9	12	-4	-4
N=C1c2ccccc2CN1NC(=O)c1ccc(Cl)cc1	2	-1.6	12	4	-7	16	7	-4	0	-2	1
COc1ccc(N=Nc2c(O)[nH]c(=S)[nH]c2=O)cc1	7	-3.8	-48	-19	-54	-30	5	-70	-45	-6	23
Cc1ccc(-n2c(=S)[nH]c3ccccc3c2=O)cc1C	-3	-2.7	-9	-6	-9	11	5	12	2	-9	8
N#Cc1c(Br)n(C2OC(CO)C(O)C2O)c2ncnc(N)c12 (stereo not given)	-6	-2.6	66	-35	47	16	3	31	-3	-3	-84
C[C@@H]1COc2cc(N3CCN(C)CC3)ccc2S(=O)(=O)N1	1	·	13	-13	-3	·	·	·	·	1	·

3 successive entries from above, for reference:
compound	ABHD5 PLIN5 PPI	MC4R ag barr	LRH-1 inv ag	NR2F2 inh	NCOA2 inhibitor	SRC3 inh	TLR9-MyD88 block	NCOA1 inh	MC4R antagonist	NOD2-RIPK2 inh	EBV LMP1 NFkB
Cc1ccc(-n2c(=S)[nH]c3ccccc3c2=O)cc1C	-3	-2.7	-9	-6	-9	11	5	12	2	-9	8
N#Cc1c(Br)n(C2OC(CO)C(O)C2O)c2ncnc(N)c12 (stereo not given)	-6	-2.6	66	-35	47	16	3	31	-3	-3	-84
C[C@@H]1COc2cc(N3CCN(C)CC3)ccc2S(=O)(=O)N1	1	·	13	-13	-3	·	·	·	·	1	·

3 structures from above, arranged by molar mass, smallest number first.
compound	ABHD5 PLIN5 PPI	MC4R ag barr	LRH-1 inv ag	NR2F2 inh	NCOA2 inhibitor	SRC3 inh	TLR9-MyD88 block	NCOA1 inh	MC4R antagonist	NOD2-RIPK2 inh	EBV LMP1 NFkB
CN(C)Cc1c[nH]c2ccc([N+](=O)[O-])cc12	0	-2.0	-23	1	-11	-5	0	8	5	6	1
CC(C)Sc1nnc([C@@H](N)Cc2c[nH]c3ccccc23)o1	0	0.1	14	-8	-11	10	0	-20	10	2	-11
COC(=O)C1=C(c2ccc(-c3ccccc3)c(F)c2)C[C@@H]2CC[C@H]1N2C(=O)NCCO	2	-0.9	2	-3	-7	7	-8	6	20	-4	6

Next section
compound	ABHD5 PLIN5 PPI	MC4R ag barr	LRH-1 inv ag	NR2F2 inh	NCOA2 inhibitor	SRC3 inh	TLR9-MyD88 block	NCOA1 inh	MC4R antagonist	NOD2-RIPK2 inh	EBV LMP1 NFkB
Clc1ccccc1CN1CCN(c2cccc3[nH]ccc23)CC1	3	-0.6	-4	·	·	2	·	-7	3	-7	5
CCCCn1c(N)c(C(=O)NCCN2CCOCC2)c2nc3ccccc3nc21	1	-1.8	12	10	-25	-18	-4	-32	-10	1	-5
O=c1[nH]c(=S)n(CCC2=CCCCC2)c(O)c1C=NC1CCN(Cc2ccccc2)CC1	0	-0.7	5	5	-2	2	10	1	4	0	7
O=C(COc1ccc(Br)cc1)N1CCN(Cc2ccc3c(c2)OCO3)CC1	-4	-4.9	6	17	-1	7	-9	4	6	-6	6
COc1cccc(-n2c(O)c(C=NCc3ccc4c(c3)OCO4)c(=O)[nH]c2=O)c1	-6	0.9	-18	-15	-17	-2	0	-2	8	3	-4
Cc1cc(OC(C)C(=O)NCC(O)c2ccccc2)c2c3c(c(=O)oc2c1)CCC3 (stereo not given)	1	-2.0	35	1	8	23	4	-13	-4	-1	-4
O=C(Oc1c(Cl)cc(Cl)c2ccccc12)N1CCCCC1	-3	4.5	9	4	-8	5	5	5	-5	-9	-15
COCCNC(=O)c1ccc(N2CC3CC(C2)c2cccc(=O)n2C3)c([N+](=O)[O-])c1 (stereo not given)	-3	-1.5	-16	-6	7	12	1	11	9	1	-2
COc1ccccc1NC(=O)c1cn(CCC#N)nc1-c1ccc(F)cc1	-3	0.7	-12	12	-12	-5	8	-71	2	6	14
CN(C)P(=O)(CCl)Nc1ccccc1 (stereo not given)	8	1.8	-11	-3	18	12	-1	0	17	-13	1
O=C1C2CCCN2C(c2cccnc2)N1c1ccc(Cl)cc1 (stereo not given)	6	1.8	3	-4	-18	3	4	-17	7	-8	-5
Cc1noc(C)c1C(=O)N1CCC2(CC1)OCCO2	-6	-1.7	17	-1	-27	3	3	-6	1	-1	-11
CC(C)Oc1cccnc1N(C)C1CCN(Cc2ccccc2)CC1	-2	0.7	1	5	-7	6	-3	11	13	-18	3
CCOP(=O)(OCC)C1(C(=O)O)CCCC1	5	1.0	6	8	25	4	5	-9	2	13	-5
CC1c2ccccc2-n2nncc2CN1C (stereo not given)	1	-1.6	-3	10	-16	-9	4	13	1	-8	-8

Source: PubChem
